Screening data deposited in PubChem by several laboratories.
TRAIL sens C8 = caspase-8 TRAIL sensitization; NB7+C8 cells + TRAIL, ATPlite viability luminescence; inhibition (viability loss, TRAIL sensitization), % at 10 µM; 360,000 tested, 1% active;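 active means compounds causing at least 50% loss of cell viability in the single-dose screen, relative to plate controls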
CF NFkB inh = blocks PAF-induced NF-kB reporter in cystic fibrosis cells; KKLEB NF-kB-GFP reporter, GFP fluorescence overnight; inhibition, % at 5 µM; 360,000 tested, 0.86% active; AID 588850;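 active means at least 50% inhibition at 5 µM, scaled per plate between neutral and stimulator controls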;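 further: PAF is a Pseudomonas aeruginosa culture filtrate used as stimulus; plate controls were PAF-stimulated DMSO wells for no effect and unstimulated DMSO wells for full effect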
KKLEB cytotox = reduces viability of KKLEB cystic fibrosis airway cells. KKLEB CF airway cells viability, ATPlite luminescence, overnight; stronger effect = lower value; cells stimulated with P. aeruginosa culture filtrate. activity change (cytotoxicity), % at 5 µM. 360,000 tested, 0.36% active;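 active means corrected activity change at or below -50% at 5 µM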
NR2F2 inh = inhibitors of human COUP-TFII (NR2F2). P24468. HEK293T NGFI-A luciferase reporter, luminescence. inhibition, % at 8.6 µM. 370,000 tested, 0.7% active. AID 686940;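 active means inhibition above a per-plate cutoff, mean inhibition of test wells between control levels plus 3 SD, cut at about 38% in these data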;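 further: cells cotransfected with COUP-TFII expression vector driving the NGFI-A reporter; 0% = median of COUP-TF2 test wells and 100% = reporter-only cells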
NCOA2 inhibitor = inhibits human steroid receptor coactivator 2 | Q15596 | HEK293 GAL4-SRC2 luciferase reporter, luminescence | inhibition, % at 9 µM | 370,000 tested, 0.17% active | AID 651957;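 active means inhibition above the mean inhibition of all tested compounds plus 3 SD, set per campaign, cut at about 52% in these data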;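 further: 0% = DMSO treated cells and 100% = cells given Gossypol at 36 µM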
SRC3 inh = inhibits human SRC3 coactivator. inhibition, % at 3.6 µM. AID 588352. Q9Y6Q9. HEK293 GAL4-SRC3 luciferase reporter, luminescence. 360,000 tested, 0.17% active;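 active means inhibition above a per-campaign cutoff, the mean of all compounds plus 3 SD, cut at about 60% in these data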;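 further: 0% = DMSO-treated cells and 100% = gossypol-treated cells at 36 µM; higher means less SRC3-driven luciferase light from the GAL4 reporter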
Target sequence (Q9Y6Q9 whole entry, looked up, the tested form may be a part): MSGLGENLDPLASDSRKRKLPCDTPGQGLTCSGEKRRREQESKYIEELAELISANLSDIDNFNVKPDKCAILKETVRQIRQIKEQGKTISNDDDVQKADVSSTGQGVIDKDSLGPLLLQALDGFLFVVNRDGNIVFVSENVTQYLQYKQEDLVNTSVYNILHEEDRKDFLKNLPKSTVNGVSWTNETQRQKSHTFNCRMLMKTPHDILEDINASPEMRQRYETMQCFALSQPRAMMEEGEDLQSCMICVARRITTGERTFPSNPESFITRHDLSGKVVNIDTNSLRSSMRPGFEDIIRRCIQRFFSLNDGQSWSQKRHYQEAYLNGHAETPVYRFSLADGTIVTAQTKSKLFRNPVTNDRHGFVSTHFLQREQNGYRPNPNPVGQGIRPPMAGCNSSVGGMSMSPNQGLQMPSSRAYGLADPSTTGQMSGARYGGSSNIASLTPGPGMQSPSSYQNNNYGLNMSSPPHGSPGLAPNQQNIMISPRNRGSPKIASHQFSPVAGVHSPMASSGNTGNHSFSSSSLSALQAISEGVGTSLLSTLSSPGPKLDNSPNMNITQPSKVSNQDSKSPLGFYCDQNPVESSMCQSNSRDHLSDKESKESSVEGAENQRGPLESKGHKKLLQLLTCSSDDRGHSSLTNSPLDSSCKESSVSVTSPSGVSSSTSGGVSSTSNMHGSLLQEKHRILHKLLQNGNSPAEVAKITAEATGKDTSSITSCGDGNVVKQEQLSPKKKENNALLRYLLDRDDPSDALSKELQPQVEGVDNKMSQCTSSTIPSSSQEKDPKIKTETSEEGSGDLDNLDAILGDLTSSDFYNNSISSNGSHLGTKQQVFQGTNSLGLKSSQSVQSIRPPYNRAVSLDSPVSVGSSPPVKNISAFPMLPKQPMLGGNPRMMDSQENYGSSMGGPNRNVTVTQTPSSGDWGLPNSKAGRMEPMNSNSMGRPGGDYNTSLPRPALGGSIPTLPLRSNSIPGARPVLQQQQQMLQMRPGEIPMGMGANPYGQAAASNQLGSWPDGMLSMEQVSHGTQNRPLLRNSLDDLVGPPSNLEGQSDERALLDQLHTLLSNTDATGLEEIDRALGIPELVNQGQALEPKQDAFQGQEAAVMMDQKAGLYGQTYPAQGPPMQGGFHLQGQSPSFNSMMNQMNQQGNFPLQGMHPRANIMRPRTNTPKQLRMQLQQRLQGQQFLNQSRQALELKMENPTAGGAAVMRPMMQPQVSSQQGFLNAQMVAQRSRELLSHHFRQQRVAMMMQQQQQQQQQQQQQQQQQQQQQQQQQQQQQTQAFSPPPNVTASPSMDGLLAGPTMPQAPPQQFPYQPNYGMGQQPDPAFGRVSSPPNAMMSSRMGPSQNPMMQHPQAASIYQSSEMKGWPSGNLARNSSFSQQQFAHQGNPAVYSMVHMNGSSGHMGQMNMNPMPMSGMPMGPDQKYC
NR5A2 inv ag = NR5A2 inverse agonism in reporter assay | O00482 | HEK293T StAR-luciferase reporter, LRH-1 transfected, 24 h | inhibition, % at 3.6 µM | 360,000 tested, 0.13% active;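 active means inhibition above the mean inhibition of all tested compounds plus 3 SD, cut at about 73% in these data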;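 further: 0% = DMSO wells and 100% = reporter-only cells lacking LRH-1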
LMP1 NFkB inh = Epstein-Barr LMP1 NF-kappaB reporter inhibition | LMP1-induced NF-kappaB luciferase reporter cells, luminescence | inhibition, % at 12.5 µM | 350,000 tested, 0.69% active | AID 504558; in the data active means inhibition above about 41%;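 further: 0% = neutral control wells and 100% = reference inhibitor control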
SRC1 inh = human NCOA1 inhibition; Q15788; HEK293 GAL4-SRC1 luciferase reporter, luminescence; inhibition, % at 3.6 µM; 360,000 tested, 0.12% active;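 active means inhibition above the campaign mean plus 3 SD, with each screening campaign given its own cutoff, cut at about 60% in these data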;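 further: 0% = DMSO treated cells and 100% = gossypol at 36 µM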
TWEAK Fn14 block = blocks TWEAK-Fn14 interaction in a reporter cell assay; inhibition, % at 10 µM; TWEAK-stimulated Fn14 reporter cells, luciferase luminescence, 8 h; 360,000 tested, 2% active; AID 1159606; in the data active means inhibition above about 50%
TROY NFkB inh = inhibitors of TROY-dependent NF-kB signaling; Q293 LMP1-TROYcd NF-kB luciferase reporter, 4 h; inhibition, % at 10 µM; 360,000 tested, 0.98% active;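 active means compounds whose plate-normalised and pattern-corrected inhibition of the luciferase reporter signal at the single screening dose is 50% or more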
* = called active by the depositor; x = no result given. Compounds as they come; any-hit rate near 4.2%.

SMILES	TRAIL sens C8	CF NFkB inh	KKLEB cytotox	NR2F2 inh	NCOA2 inhibitor	SRC3 inh	NR5A2 inv ag	LMP1 NFkB inh	SRC1 inh	TWEAK Fn14 block	TROY NFkB inh
CN1CCCN(C(=O)c2ccccc2Cl)CC1	-12	-15	-3	-13	-28	3	-24	2	21	4	-3
Cc1cc(C(=O)OCC(=O)N2CC(=O)Nc3ccccc32)no1	-8	-7	9	13	1	16	6	-3	2	10	-22
CCc1ccc(N2C(=O)CN(CC(=O)OC)C2=S)cc1	-3	0	12	8	-33	-1	-5	2	-9	1	-13
O=C(Nc1ccc(F)cc1)c1ccccc1Oc1ccc(C(F)(F)F)cc1[N+](=O)[O-]	11	16	-14	29	11	15	22	-16	10	11	18
COc1ccc(N(Cc2cc3cc(C)ccc3[nH]c2=O)C(C)=O)cc1	-9	12	-5	2	16	3	-8	1	-10	2	1
CC(CCl)n1c(=O)c2ccccc2n1S(C)(=O)=O (stereo not drawn)	15	x	x	-7	6	x	-6	x	x	-5	-4
Cn1c(C(=O)N2CCCC(C(=O)NCCCc3ccccc3)C2)cc2sccc21 (stereo not drawn)	-7	-13	2	1	9	-17	-3	-1	11	0	12
CCCOc1ccccc1-c1nc2c([nH]1)c(=O)[nH]c(=O)n2C	-8	6	0	-7	-24	7	25	-2	-22	8	0
Cc1ccc(S(=O)(=O)N2CCN(C(=O)COc3ccc(-c4nnco4)cc3)CC2)cc1	2	-33	10	6	3	9	1	-1	-22	14	-2
Cc1ccc(N/C=C/C(=O)c2cccs2)cc1	88*	-30	-54*	-17	-9	-36	-119	16	-61	81*	55*
COc1cc(OC)c(-c2nc3ccccc3s2)cc1OC	7	-34	-5	5	-23	-17	14	8	-5	10	17
O=C(Cc1n[nH]c(=O)c2ccccc12)Nc1cc(Cl)ccc1-n1cncn1	-20	-7	4	5	-3	-17	-5	-4	3	-2	-1
O=C(Nc1ccncc1)c1cc(-c2ccccn2)nc2ccc(Br)cc12	-12	7	1	-2	5	23	17	-7	8	40	2
Cc1csc(=N)n1CC(=O)N1CCc2ccccc21	-6	1	-5	3	-20	9	-7	1	-19	-23	4
CCCCCCC1CCC(C(=O)Nn2c(C)nc3ccccc3c2=O)CC1 (stereo not drawn)	0	-6	1	5	-4	-4	-5	-6	14	6	0
CCn1cc(/C=C/C(=O)Nc2ccn(Cc3c(F)c(F)cc(F)c3F)n2)cn1	0	-26	9	0	10	-7	10	6	-12	-11	3
CCOc1ccc(OCCC(=O)N(CC)CC(=O)NCc2cccs2)cc1	1	0	-4	-1	9	0	16	5	-16	12	-6
NC(=O)C1=C[C@H](c2ccc(Br)cc2)C[C@H](OCc2ccc(CO)cc2)O1	-2	-2	-12	-16	-27	-46	-34	-6	-47	-24	-68
COc1cc(/C=N/NC(=O)c2ccncc2)ccc1OC(=O)c1cc(OC)c(OC)c(OC)c1	9	-24	6	11	-18	-6	5	-2	-61	44	13
Cc1ccc(N(CCCCN2C(=O)c3ccccc3C2=O)C(=O)c2cccc([N+](=O)[O-])c2)cc1	10	6	-10	22	16	4	-8	-5	-16	-18	8
CC1(C)CC(N2CCOCC2)=CC(=[N+]2CCOCC2)C1	9	-13	-5	-14	13	5	-8	6	0	-4	3
CCOC(=O)CC1C(=O)NCCN1S(=O)(=O)c1ccc(NC(C)=O)cc1 (stereo not drawn)	1	-22	2	11	-3	-5	-2	-6	-27	-2	-15
CC1CCN(c2ccc3c(c2)S(=O)(=O)c2cccc(C(=O)O)c2C3=O)CC1	15	-5	4	2	-6	-9	-29	7	-24	-11	-4
Cc1cccc(NC(=O)CSc2nc3c(c(=O)[nH]2)CCC3)c1C	-11	8	3	1	-29	6	0	0	9	7	-10
O=S(=O)(Nc1ccc(-c2cn3c(n2)SCC3)cc1)c1ccccc1F	-11	-10	7	1	-13	7	9	-1	-1	-2	-16
CC(C)(C)c1ccc(-n2ncc3c2CCCC3NC(=O)c2ccncc2)cc1 (stereo not drawn)	10	4	-15	8	-1	20	19	25	-26	21	34
O=C(c1cc2c(s1)CCCC2)N1CCN(C(=O)C2CCCO2)CC1 (stereo not drawn)	4	-3	-5	-4	-1	5	13	-1	-6	-5	-4
COc1cc(C(=O)CCN2CCC(c3ccccc3)C2)cc(OC)c1OC (stereo not drawn)	9	12	0	8	0	-5	16	6	2	8	6
CCOc1ccccc1C(C(=O)NCCOC)N(CCOC)C(=O)Cn1nnc2ccccc21 (stereo not drawn)	-3	-13	5	6	-2	-6	14	-7	6	-10	-13
C=CCn1c(SCc2csc(C)n2)nc2scc(-c3ccc(C)o3)c2c1=O	7	14	5	-6	-1	-19	5	-10	-8	10	32

An excerpt of these results, with bars between the fields.
canonical_smiles | TRAIL sens C8 | CF NFkB inh | KKLEB cytotox | NR2F2 inh | NCOA2 inhibitor | SRC3 inh | NR5A2 inv ag | LMP1 NFkB inh | SRC1 inh | TWEAK Fn14 block | TROY NFkB inh
Cc1ccc(N(CCCCN2C(=O)c3ccccc3C2=O)C(=O)c2cccc([N+](=O)[O-])c2)cc1 | 10 | 6 | -10 | 22 | 16 | 4 | -8 | -5 | -16 | -18 | 8
CC1(C)CC(N2CCOCC2)=CC(=[N+]2CCOCC2)C1 | 9 | -13 | -5 | -14 | 13 | 5 | -8 | 6 | 0 | -4 | 3
CCOC(=O)CC1C(=O)NCCN1S(=O)(=O)c1ccc(NC(C)=O)cc1 (stereo not drawn) | 1 | -22 | 2 | 11 | -3 | -5 | -2 | -6 | -27 | -2 | -15
CC1CCN(c2ccc3c(c2)S(=O)(=O)c2cccc(C(=O)O)c2C3=O)CC1 | 15 | -5 | 4 | 2 | -6 | -9 | -29 | 7 | -24 | -11 | -4
Cc1cccc(NC(=O)CSc2nc3c(c(=O)[nH]2)CCC3)c1C | -11 | 8 | 3 | 1 | -29 | 6 | 0 | 0 | 9 | 7 | -10
O=S(=O)(Nc1ccc(-c2cn3c(n2)SCC3)cc1)c1ccccc1F | -11 | -10 | 7 | 1 | -13 | 7 | 9 | -1 | -1 | -2 | -16
CC(C)(C)c1ccc(-n2ncc3c2CCCC3NC(=O)c2ccncc2)cc1 (stereo not drawn) | 10 | 4 | -15 | 8 | -1 | 20 | 19 | 25 | -26 | 21 | 34
O=C(c1cc2c(s1)CCCC2)N1CCN(C(=O)C2CCCO2)CC1 (stereo not drawn) | 4 | -3 | -5 | -4 | -1 | 5 | 13 | -1 | -6 | -5 | -4
COc1cc(C(=O)CCN2CCC(c3ccccc3)C2)cc(OC)c1OC (stereo not drawn) | 9 | 12 | 0 | 8 | 0 | -5 | 16 | 6 | 2 | 8 | 6
CCOc1ccccc1C(C(=O)NCCOC)N(CCOC)C(=O)Cn1nnc2ccccc21 (stereo not drawn) | -3 | -13 | 5 | 6 | -2 | -6 | 14 | -7 | 6 | -10 | -13
C=CCn1c(SCc2csc(C)n2)nc2scc(-c3ccc(C)o3)c2c1=O | 7 | 14 | 5 | -6 | -1 | -19 | 5 | -10 | -8 | 10 | 32

Returning to the listing with the 2 entries that preceded the break.
SMILES	TRAIL sens C8	CF NFkB inh	KKLEB cytotox	NR2F2 inh	NCOA2 inhibitor	SRC3 inh	NR5A2 inv ag	LMP1 NFkB inh	SRC1 inh	TWEAK Fn14 block	TROY NFkB inh
CCOc1ccccc1C(C(=O)NCCOC)N(CCOC)C(=O)Cn1nnc2ccccc21 (stereo not drawn)	-3	-13	5	6	-2	-6	14	-7	6	-10	-13
C=CCn1c(SCc2csc(C)n2)nc2scc(-c3ccc(C)o3)c2c1=O	7	14	5	-6	-1	-19	5	-10	-8	10	32
CC(C(=O)Nc1ccc2c(c1)OCO2)N1CCN(C)CC1 (stereo not drawn)	-17	9	-6	12	18	17	-4	-5	-7	-1	-1
COc1ccc(NC(=O)Nc2cc(C)ccc2F)cc1OC	1	-3	-5	-22	-25	-36	-26	1	-9	-2	-46
CCCNC(=O)CCNC(=O)c1ccc(C(C)(C)C)cc1	-16	14	-15	-9	-19	5	22	-20	5	-5	-5
Cc1cccc(NC(=O)COC(=O)c2n[nH]c3ccccc23)c1C	6	-29	14	-7	10	-19	23	-5	-12	-17	-5
COCCn1c(C)cc(C(=O)CN2C(=O)C(=O)N(CCC3=CCCCC3)C2=O)c1C	6	15	-9	0	-1	-30	-1	-3	10	-7	17
COc1ccc2nc(NC(=O)CS(=O)(=O)Cc3ccccc3)sc2c1	-6	-19	4	4	-2	-2	18	3	-6	6	-12
CN(C)c1ccc(-c2nnc(-c3ccc(S(=O)(=O)C(F)F)cc3)o2)cc1	3	-10	-18	2	-13	-7	-11	2	-5	-16	-17
O=C(Cc1cccs1)N/N=C/C=C/c1ccccc1[N+](=O)[O-]	-9	-19	-3	-4	-46	-35	-26	x	-13	-33	-66
CC1(C(=O)Nc2cccc3ccccc23)CCN1C(=O)Cc1ccccc1Cl (stereo not drawn)	-1	25	-12	-1	24	6	12	x	3	13	-17
CCc1ccc(N2CC(C(=O)Nc3ccccc3N3CCCC3)CC2=O)cc1 (stereo not drawn)	7	7	14	8	11	1	-14	2	-18	0	14
CCOc1ccccc1N1CCN(C(=O)Cc2ccc(S(=O)(=O)N3CCOCC3)s2)CC1	-3	9	-10	8	5	7	17	-14	-13	-12	15
CNC(=O)COc1ccc(-c2nn(C)c(=O)c3ccccc23)cc1	3	-11	-17	-25	-10	6	11	8	-5	4	5
COc1ccc(-c2coc3c(C(=O)NCc4ccco4)cccc23)c(C)c1	17	22	-10	26	11	-9	-5	x	11	34	37
Cc1nc(Nc2nc3ccccc3o2)nc2c1CCC2	38	-33	18	-13	-2	-49	-113	57*	-85	91*	32
NC(Cc1ccccc1)C(O)(c1ccccc1)c1ccccc1 (stereo not drawn)	-4	17	-17	12	-1	18	15	-8	8	0	-11
CN(Cc1ccccc1)C(=O)C1CCCN(c2ncnc3c2nc2n3CCCCC2)C1 (stereo not drawn)	-1	-8	-5	9	-3	16	12	x	-2	-13	-28
CCN(CC)S(=O)(=O)c1ccc(C(C)NCC(=O)Nc2ccccc2C(=O)NC2CC2)cc1 (stereo not drawn)	15	3	4	3	18	-9	16	-4	7	-3	-20
O=C(O)c1ccc(Oc2ccc(C(F)(F)F)cn2)cc1	2	-1	0	7	-2	2	-2	-4	-6	-5	-2
Cc1nn(C)c(C)c1Nc1ccc(N2C(=O)C3C4C=CC(C4)C3C2=O)cc1[N+](=O)[O-] (stereo not drawn)	13	4	12	16	13	10	4	7	-2	-6	20
O=C(c1ccc(F)cc1)C1CCN(C(=O)NC2CCCCC2)CC1	0	-9	-13	-3	16	8	6	-18	5	13	-3
COCCNC(=O)CCCn1c(=O)c2cc(OC)c(OC)cc2n(CC(=O)Nc2ccccc2OC)c1=O	-1	-6	-2	1	30	6	11	6	0	-10	21
COc1cc(NC(=O)CN2C(=O)NC3(CCOc4ccccc43)C2=O)cc(OC)c1 (stereo not drawn)	1	8	-14	0	24	14	9	-7	-4	1	-9
